ASM inhibitor: Inhibitors of Secretory Acid Sphingomyelinase (S-ASM): qHTS; Sphingomyelin phosphodiesterase (Homo sapiens), P17405; placental ASM, HMU-PC fluorogenic substrate, 60 min; Potency, µM (top dose mostly 57.5 µM), inactives show at the highest dose activity change, negative = inhibition, hits mostly inhibitors; actives 0.006% (n = 340,000); AID 504937, 2011; also: potency is read from the fitted curve at half-maximal effect
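HMU-PC0 cleavage (9 uM final) by human placental ASM, 60 min at 37 °C following 10 min compound exposure at RT; stopped at pH 10, fluorescence Ex 386/Em 447 nm.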
Giardia kill: Small Molecules that selectively kill Giardia lamblia: qHTS | actives 0.15% (n = 340,000) | Giardia lamblia trophozoite viability | activity change, % at 7.66 µM, hits read low; in the data active = activity change below about -80%; inconclusive = between about -30% and that limit;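 also: parasites exposed to compound for two days anaerobically before the ATP read; % is scaled to controls: 0 for no effect and ±100 for the full control effect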
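Compounds were tested on trophozoites seeded at 100 cells/well and held 48 hrs at 37 deg C anaerobically. An ATP-based luminescent kit measured the remaining live cells.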
PKM2 activator: qHTS Assay for Activators of Human Muscle isoform 2 Pyruvate Kinase | purified PKM2, Kinase-Glo ATP luminescence, activation; response scale: 0% is enzyme alone, no compound | Potency, µM (series often up to 57.5 µM), for the others: top-dose activation, actives largely listed as activators | actives 0.34% (n = 260,000); also: potency is read from the fitted curve at half-maximal effect; % is scaled to controls: 0 for no effect and ±100 for the full control effect; nearly all actives have a fitted effect of over 55% in size
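ATP formation by purified human PK-M2, quantified via coupled luciferase luminescence after 1 h at room temperature with 0.1 mM ADP and 0.5 mM PEP final.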
Menin MLL FP TR: qHTS Assay for Inhibitors Targeting the Menin-MLL Interaction in MLL Related Leukemias: Competition With Texas Red Labeled MLL-derived Mutant Peptide; Menin + Texas Red MLL mutant peptide, fluorescence polarization; Potency, µM (highest dose often 61.6 µM), without a hit: at the highest dose FP activity change, negative = inhibition, most hits filed as inhibitors; actives 0.23% (n = 270,000); AID 1768, 2009; active = well fitted inhibition curve with a large enough effect in the polarisation, with a control signal flat, not every such curve was filed as active; inconclusive = small, poorly fitted or top-dose-only effect, or effect the other way, or a change in a side signal; inactive = no such curve, though single readings can be large or run the other way; the % refers to the polarisation; also: potency is read from the fitted curve at half-maximal effect; % of control where 0% means no effect; many of its hits are not listed in these tables
Target sequence (O00255 whole entry, looked up): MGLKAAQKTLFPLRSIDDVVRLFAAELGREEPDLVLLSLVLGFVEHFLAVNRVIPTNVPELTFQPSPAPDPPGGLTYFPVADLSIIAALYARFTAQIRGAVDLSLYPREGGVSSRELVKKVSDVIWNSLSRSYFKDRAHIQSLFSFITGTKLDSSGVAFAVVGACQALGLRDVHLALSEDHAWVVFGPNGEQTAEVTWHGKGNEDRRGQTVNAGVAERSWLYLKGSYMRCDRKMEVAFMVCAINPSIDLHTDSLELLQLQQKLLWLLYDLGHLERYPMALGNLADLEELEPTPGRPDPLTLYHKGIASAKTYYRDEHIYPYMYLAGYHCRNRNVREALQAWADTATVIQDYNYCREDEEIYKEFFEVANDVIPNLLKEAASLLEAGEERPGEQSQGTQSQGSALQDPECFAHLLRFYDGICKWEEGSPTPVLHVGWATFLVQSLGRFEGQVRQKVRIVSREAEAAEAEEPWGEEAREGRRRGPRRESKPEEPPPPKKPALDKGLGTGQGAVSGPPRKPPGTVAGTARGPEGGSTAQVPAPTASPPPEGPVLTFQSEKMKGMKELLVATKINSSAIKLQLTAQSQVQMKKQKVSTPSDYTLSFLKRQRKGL
FBPA coupling cs: qHTS Assay for Inhibitors of Fructose-1,6-bisphosphate Aldolase from Giardia Lamblia: Coupling assay counterscreen; AID 2472, 2010; actives 0.67% (n = 290,000); coupling enzyme system counterscreen, AmpLite Red fluorescence; activity change, negative = inhibition, % at 58.2 µM, hits read low; in the data active = activity change below about -30%; also: % is scaled to controls: 0 for no effect and ±100 for the full control effect
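Fluorescence at 525 nm excitation and 598 nm emission measured inhibition of the coupled detection system without aldolase. Compounds (at 57.5 uM final) were preincubated 10 min at room temperature with coupling enzyme reagent before a 20 min substrate/AmpLite Red step.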
TSG101-PTAP inh: qHTS Assay for Iinhibitors of HIV-1 Budding by Blocking the Interaction of PTAP/TSG101 | Fluorescence polarization, FITC-PTAP peptide / Tsg101 binding | Potency, µM (doses to about 115 µM), inactives show at the top dose activity change, negative = inhibition, actives largely listed as inhibitors | 340,000 tested, under 10 active; active = well fitted inhibition curve with a large enough effect in the main read-out, with a control signal flat, not every such curve was filed as active; inconclusive = small, poorly fitted or top-dose-only effect, or effect the other way, or a change in a side signal; inactive = no such curve, though single readings can be large or run the other way; also: potency is read from the fitted curve at half-maximal effect; % of control where 0% means no effect
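Fluorescence anisotropy tracks displacement of a FITC-tagged PTAP peptide (50 nM) from the Tsg101 binding domain (10 uM), following a 20 min room-temperature incubation at pH 7.5.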
Chronic BCR inh: qHTS Assay to Find Inhibitors of Chronic Active B-Cell Receptor Signaling; ABC-DLBCL IkBa-CBG/CBR reporter, luminescence ratio, 4 h; Potency, µM (doses to about 46.1 µM), for inactives: top-dose ratio change, negative = lower green/red ratio, actives largely listed as inhibitors; actives 0.05% (n = 340,000); AID 493014, 2011; active = well fitted inhibition curve with a large enough effect in the signal ratio, with a control signal flat, not every such curve was filed as active; inconclusive = small, poorly fitted or top-dose-only effect, or effect the other way, or a change in a side signal; the % refers to the signal ratio;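 also: potency is read from the fitted curve at half-maximal effect; plate controls were basal doxycycline-induced cells for no effect and cells given 10 µM MG132 for full effect; MG132 reads +100%, hits lower the ratio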
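Cell line TMD8 (human ABC DLBCL), stably expressing tet-inducible CBG68-IkBa fusion and CBR; IMDM/0.5% FBS; cpd up to 46 uM; dox induction, 4 h, 37C/5% CO2; dual luminescence; green/red ratio; MG132 control.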
B2AR arrestin: qHTS assay of beta-arrestin-biased ligands of beta2-adrenergic receptor; Beta-2 adrenergic receptor (Homo sapiens), P07550; beta-arrestin recruitment to beta2AR, cell-based reporter; Potency, µM (highest dose often 46.1 µM), without a hit: top-dose activation, usual class: activators; actives 0.02% (n = 330,000);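 also: potency is read from the fitted curve at half-maximal effect; 0% = DMSO controls and full agonism = EC100 isoproterenol or metaproterenol; nearly all actives have a fitted effect of over 65% in size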
Tb PFK block: qHTS Assay to Find Inhibitors of T. brucei phosphofructokinase | T. brucei PFK, ADP-Glo luminescence | Potency, µM (doses to about 57.5 µM), inactives show top-dose activity, negative = inhibition, actives largely listed as inhibitors | actives 0.17% (n = 330,000) | AID 485367, 2010;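 also: potency is read from the fitted curve at half-maximal effect; 0% = uninhibited 1x PFK enzyme wells and -100% = no-enzyme wells; nearly all actives have a fitted effect of over 60% in size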
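Compounds were pin-transferred as a titration series up to 57 uM into substrate buffer (0.5 mM F6P, 0.1 mM ATP, pH 8.0), then 1.25 nM PFK was added and reactions ran 45 min before ADP-Glo detection.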
GALK inh: qHTS Assay for Inhibitors of Human Galactokinase (GALK). P51570. Purified GALK, Kinase-Glo residual ATP luminescence. Potency, µM (top dose mostly 57.5 µM), for the others: at the highest dose activity change, negative = inhibition, usual class: inhibitors. actives 0.007% (n = 270,000); also: potency is read from the fitted curve at half-maximal effect; % is scaled to controls: 0 for no effect and ±100 for the full control effect
Target sequence (P51570 whole entry, looked up): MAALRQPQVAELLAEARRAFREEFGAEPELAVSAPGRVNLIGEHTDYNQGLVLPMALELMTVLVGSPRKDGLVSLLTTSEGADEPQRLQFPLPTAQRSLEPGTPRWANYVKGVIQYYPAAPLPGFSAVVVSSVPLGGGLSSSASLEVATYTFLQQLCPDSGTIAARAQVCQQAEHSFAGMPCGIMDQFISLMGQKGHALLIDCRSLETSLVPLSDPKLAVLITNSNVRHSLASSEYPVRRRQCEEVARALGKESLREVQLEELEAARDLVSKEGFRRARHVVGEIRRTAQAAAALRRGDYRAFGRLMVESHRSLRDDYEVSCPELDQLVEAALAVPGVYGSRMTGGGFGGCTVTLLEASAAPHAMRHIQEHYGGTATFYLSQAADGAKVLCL
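Luminescence from leftover ATP (Ultra-Glo luciferase/luciferin) served as read-out after a 1 h room-temperature reaction of 5 nM GALK with 35 uM ATP and 100 uM galactose.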
Integrin act MD: qHTS for Activators of Integrin-Mediated Alleviation for Muscular Dystrophy; alpha7betagal myoblasts, beta-gal FDG fluorescence, 48 h; Potency, µM (doses to about 38.3 µM), for inactives: at the top dose activation, most hits filed as activators; actives 0.064% (n = 350,000);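 also: potency is read from the fitted curve at half-maximal effect; 100% = response of the positive control SU9516; nearly all actives have a fitted effect of over 60% in size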
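Alpha7betagal+/- myoblasts (passage 13) were plated 16-24 hr, then exposed to compounds (1:260 dilution of DMSO stock) for 48 hours at 37C. After MPER lysis, β-galactosidase reporter activity was read as FDG fluorescence (ex 480/em 540) after 30 minutes.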
* marks the source's active call; other numbers are inactive results; i = inactive; ? = inconclusive; · = no result given; [ ] = dose if it differs, or a comment. Unless noted, calls follow the shape of the dose curve; as a rule, active = well fitted curve in the direction sought with a large enough effect; inconclusive = small, poorly fitted or top-dose-only effect, or another doubt; inactive = no such curve, though single readings can be large; an effect the other way counts as inactive or inconclusive. A portion of the library. The share of hits here may be higher or lower than overall.

SMILES	ASM inhibitor	Giardia kill	PKM2 activator	Menin MLL FP TR	FBPA coupling cs	TSG101-PTAP inh	Chronic BCR inh	B2AR arrestin	Tb PFK block	GALK inh	Integrin act MD
COc1ccc(-c2nnc(SCC(=O)O)n2Cc2ccccc2)cc1	1%	9	-3%	26%	12	-5%	4%	-0.2%	3%	4%	-44%
Cc1ccc(NC(=S)NC(=O)c2c(-c3ccccc3Cl)noc2C)cc1	-6%	3	6%	26%	·	-6%	?	-0.2%	1%	-1%	-29%
CSc1nnc2c(n1)OC(c1cccn1C)N(C(C)=O)c1ccccc1-2 (stereo not given)	-1%	-2	-5%	1%	0	-5%	-5%	-0.3%	-1%	3%	-20%
Cc1cccc(NC(=O)c2cccc(N3C(=O)C4CCC(C)CC4C3=O)c2)c1C (stereo not given)	-1%	-3	-1%	?	0	-2%	-1%	-0.5%	-5%	2%	14%
COc1ccc(C(=O)NCCSCc2cccc(Cl)c2)cc1OC	2%	4	5%	5%	-2	-3%	7%	-0.8%	0%	-1%	21%
COc1cccc(C(=O)NCCS(=O)(=O)NCCCc2ccccc2)c1	-1%	-7	·	·	·	-1%	-9%	0.4%	4%	·	-12%
Cc1cc(NC(=O)COC(=O)/C=C/c2ccc(C)o2)no1	2%	7	·	·	·	0%	-2%	-0.8%	9%	·	7%
N/C(=N\OC(=O)c1ccc2ccccc2c1)c1ccccc1Cl	-1%	14	0%	·	·	-6%	?	-1.1%	0%	-2%	8%
COC(=O)c1nn(-c2ccc(Cl)cc2)c(=O)cc1Sc1ccccn1	-1%	33[activator]	-10%	?	1	-10%	-5%	0.4%	-4%	0%	4%
CC(=O)n1cc([C@H]2C=C(C(=O)Nc3ccccc3)O[C@@H](OCc3ccc(CO)cc3)C2)c2ccccc21	?	-4	0%	10%	0	5%	?	3.9%	-1%	-3%	-4%
CCCCOc1ccccc1C(=O)N(Cc1ccco1)C1CCS(=O)(=O)C1 (stereo not given)	1%	15	·	-17%	-2	-8%	10%	-0.1%	0%	9%	-11%
Cc1ccccc1C(=NC(=O)c1ccccc1)c1ccccc1	-3%	-23	0%	24%	1	-3%	11%	0.3%	-2%	-2%	20%
CC(=O)Nc1ccc2c3c(cccc13)C(=O)N(c1ccccc1)C2=O	i	-22	4%	12%	0	-3%	-3%	0.3%	0%	15%	7%
COCCN(C(=O)c1ccc(COc2ccccc2)o1)c1c(N)n(CC(C)C)c(=O)[nH]c1=O	-1%	-16	·	·	·	-9%	1%	-2.3%	0%	·	-3%
Cc1ccc(OCc2nnc(SCC(=O)C(C)(C)C)n2Cc2ccco2)cc1	-13%	-11	3%	?	-2	-1%	0%	-0.2%	0%	0%	-6%
COc1ccc(C(=O)N[C@H](C(=O)Nc2sccc2C(N)=O)C(C)C)cc1	1%	-10	-2%	6%	-1	0%	-12%	0.2%	2%	1%	?
CCCCOc1ccc(S(=O)(=O)Nc2cccnc2)cc1	-1%	-10	17%	15%	2	-1%	9%	3.2%	-7%	-1%	-54%[inhibitor]
CC(C)c1ccc(CN(C(=O)C2COc3ccccc3O2)C2CCS(=O)(=O)C2)cc1 (stereo not given)	-11%	90[activator]	2%	5%	-3	-4%	0%	-0.6%	2%	1%	-5%[7.66 µM]
CCOc1ccccc1C(=O)N1CCN(c2ccc(C(F)(F)F)cn2)CC1	-2%	2	2%	-7%	-2	-3%	-5%	0.3%	2%	0%	-11%
COc1ccc(C(=O)NCCc2nnc(SCC(=O)Nc3ccccc3F)n2C)cc1	0%	3	6%	7%	3	-4%	4%	-1.4%	0%	-1%	11%
CCN1CCN(CC(O)COc2ccc3c(C)cc(=O)oc3c2)CC1 (stereo not given)	333%[activator]	-4	·	?	1	-6%	?	0.0%	1%	10%	-19%
Cc1ccc(C)n1-c1ccc(N2CCOCC2)cc1	-1%	-9	7%	?	-19	0%	-8%	0.2%	-2%	1%	0%
CC(=O)c1ccc(S(=O)(=O)Nc2ccc(-n3c(C)nc4ccccc4c3=O)cc2)cc1	-2%	16	·	·	·	0%	-1%	-0.3%	1%	·	?
CCn1c(CNC(=O)C23CC4CC(CC(C4)C2)C3)nnc1SC	3%	-2	-3%	-14%	0	-2%	8%	-0.2%	0%	7%	1%
Cc1ccc(NS(=O)(=O)c2ccc(OCC(=O)N3CCOCC3)cc2)cc1	-3%	10	2%	0%	4	-6%	-1%	0.1%	2%	1%	4%

Part of the list above, reformatted:
| Structure | ASM inhibitor | Giardia kill | PKM2 activator | Menin MLL FP TR | FBPA coupling cs | TSG101-PTAP inh | Chronic BCR inh | B2AR arrestin | Tb PFK block | GALK inh | Integrin act MD |
| --- | --- | --- | --- | --- | --- | --- | --- | --- | --- | --- | --- |
| COC(=O)c1nn(-c2ccc(Cl)cc2)c(=O)cc1Sc1ccccn1 | -1% | 33[activator] | -10% | ? | 1 | -10% | -5% | 0.4% | -4% | 0% | 4% |
| CC(=O)n1cc([C@H]2C=C(C(=O)Nc3ccccc3)O[C@@H](OCc3ccc(CO)cc3)C2)c2ccccc21 | ? | -4 | 0% | 10% | 0 | 5% | ? | 3.9% | -1% | -3% | -4% |
| CCCCOc1ccccc1C(=O)N(Cc1ccco1)C1CCS(=O)(=O)C1 (stereo not given) | 1% | 15 | · | -17% | -2 | -8% | 10% | -0.1% | 0% | 9% | -11% |
| Cc1ccccc1C(=NC(=O)c1ccccc1)c1ccccc1 | -3% | -23 | 0% | 24% | 1 | -3% | 11% | 0.3% | -2% | -2% | 20% |
| CC(=O)Nc1ccc2c3c(cccc13)C(=O)N(c1ccccc1)C2=O | i | -22 | 4% | 12% | 0 | -3% | -3% | 0.3% | 0% | 15% | 7% |

The main list resumes with the two entries that preceded the break.
SMILES	ASM inhibitor	Giardia kill	PKM2 activator	Menin MLL FP TR	FBPA coupling cs	TSG101-PTAP inh	Chronic BCR inh	B2AR arrestin	Tb PFK block	GALK inh	Integrin act MD
CCn1c(CNC(=O)C23CC4CC(CC(C4)C2)C3)nnc1SC	3%	-2	-3%	-14%	0	-2%	8%	-0.2%	0%	7%	1%
Cc1ccc(NS(=O)(=O)c2ccc(OCC(=O)N3CCOCC3)cc2)cc1	-3%	10	2%	0%	4	-6%	-1%	0.1%	2%	1%	4%
C[C@@H](C(=O)N[C@H](C(=O)O)c1ccccc1)n1nnc2ccccc2c1=O	-1%	8	2%	3%	4	-2%	-4%	0.3%	2%	1%	-14%
Nc1ccc(NC(=O)c2ccccc2)c2c1C(=O)c1ccccc1C2=O	1%	-4	12%	?	-4	-6%	13%	-0.1%	-6%	-1%	26%
CCOc1cccc(=O)c2c(C)n(CC3CCCO3)c(C)c12 (stereo not given)	-13%	13	18%	-11%	-12	5%	?	-0.4%	-4%	6%	-25%
Cc1ccccc1Cn1c(C)nc2ccc([N+](=O)[O-])cc2c1=O	-1%	16	14%	15%	2	3%	3%	-0.4%	-3%	-5%	-38%
CCN(c1ccccc1)S(=O)(=O)c1cc2c(cc1C)NC(=O)CO2	0%	0	-4%	30%[activator]	6	-5%	2%	0.4%	-10%	·	-18%
O=C(CCOc1ccccc1)Nc1ccnn1C1CCN(Cc2ccccc2)CC1	-1%	3	-4%	-14%	-1	-3%	0%	0.5%	0%	-2%	-20%
CCOC(=O)c1cc2c(C)n(-c3ccc(OCC)cc3)c(C)c2cc(C(=O)OCC)c1=O	5%	-20	?	0%	0	0%	-8%	-2.3%	1%	0%	-27%
CC(C)Cc1nccs1	2%	-26	·	·	·	-2%	1%	0.0%	-5%	·	2%
CC1=NN(c2ccccc2)C(=O)C1C=Nc1ccccc1O (stereo not given)	-7%	-10	0%	·	-1	-4%	?	-0.3%	-1%	-3%	-36%[inhibitor]
COc1ccc(CNc2nc3nc(C)c(Cl)c(=O)n3[nH]2)cc1OC	0%	-4	6%	13%	8	-8%	?	0.0%	22%	-1%	-17%
COc1ccccc1Nc1nc(-c2cccc([N+](=O)[O-])c2)nc2ccccc12	-7%	15	1%	?	-6	0%	5%	-0.7%	-5%	0%	19%
O=C(NCCc1ccc2c(c1)OCCO2)c1cccc(F)c1	-1%	-3	-4%	4%	3	0%	?	0.2%	1%	5%	-6%
